High-throughput results from PubChem.
NPR2 activator: GC-B (human) receptor activation. P20594. HEK293-GC-B cells, CNP EC30, cGMP TR-FRET; 0% at EC30 CNP, 100% saturating CNP. activation, % at 10 µM. 370,000 tested, 0.11% active. AID 1920062;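 active means activation at 10 µM reaching about 35% in either raw or pattern-adjusted values, limit read from the data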
rCAG RNA binder: r(CAG) repeat RNA binding | TO-PRO-1 dye displacement fluorescence | inhibition, % at 3 µM | 370,000 tested, 1.3% active | AID 651821;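 active means inhibition above the plate cutoff, the mean of all test compounds on that plate plus 3 SD, cut at about 35% in these data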;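 further: 0% = DMSO alone and 100% = 100 µM mitoxantrone as full dye displacement; higher means more dye released from RNA so lower well fluorescence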
ABHD4 inh: inhibits mouse alpha/beta hydrolase domain 4; Q8VD66; purified mABHD4, FP-Rh probe fluorescence polarization; inhibition, % at 8.92 µM; 370,000 tested, 0.54% active;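 active means inhibition exceeding the mean over every tested compound plus 3 SD, cut at about 30% in these data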;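 further: 0% = plate median of compound wells and 100% = S159A mutant with DMSO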
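system = mouse ABHD4 enzyme, wild type | medium = HEPES pH 7.0, NaCl, Pluronic buffer | also added = FP-Rh probe | incubation = Enzyme–compound pre-incubation 45 min, then probe 60 min, both 25 °C | technique = fluorescence polarization, excitation 525 nm, emission 598 nm, BODIPY TMR filters | controls = S159A mutant high control, sample median low control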
TDP2 absorb: blocks human TDP2 phosphodiesterase activity; recombinant TDP2, T5PNP hydrolysis, p-nitrophenol absorbance 415 nm; inhibition, % at 12.8 µM; 370,000 tested, 0.34% active; AID 720702;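 active means inhibition above the mean of all tested compounds plus 3 SD, set per campaign, cut at about 25% in these data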;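 further: 0% = DMSO with enzyme and 100% = buffer with substrate but no TDP2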
Target sequence (O95551 whole entry, looked up): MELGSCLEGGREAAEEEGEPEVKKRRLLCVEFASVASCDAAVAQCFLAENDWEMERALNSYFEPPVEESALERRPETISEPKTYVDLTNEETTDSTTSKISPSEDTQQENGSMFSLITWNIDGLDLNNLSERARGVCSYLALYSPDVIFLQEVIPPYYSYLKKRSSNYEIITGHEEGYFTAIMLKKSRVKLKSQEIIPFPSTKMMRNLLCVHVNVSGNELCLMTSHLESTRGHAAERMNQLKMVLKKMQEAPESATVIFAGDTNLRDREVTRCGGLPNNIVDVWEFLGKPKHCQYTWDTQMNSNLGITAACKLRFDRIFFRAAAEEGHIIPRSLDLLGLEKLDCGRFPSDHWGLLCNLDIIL
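Assay system: recombinant human TDP2 / Reagent: T5PNP substrate at 5 mM, a TopII-DNA adduct mimic / Measured by: epi absorbance from released p-nitrophenol / Evaluation: % inhibition relative to enzyme-containing and enzyme-free wells / Control set: enzyme-free and DMSO wells / Replicates: each compound tested once, singlicate / Schedule: enzyme reaction with compound for 2 h at 37 °C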
TCR-CD3 inh: human TCR-CD3 binding inhibition | TAMRA-labeled TCR probe fluorescence, biochemical | inhibition, % at 9.4 µM | 360,000 tested, 0.37% active | AID 651800; in the data active means inhibition above about 19%;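 further: recombinant mutant TCR 2C K166C tagged with TAMRA read by polarization; 0% = receptor in buffer alone and 100% = receptor with positive control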
MBD2 DNA inh: blocks human MBD2 binding to methylated DNA; Q9UBB5; TR-FRET, MBD2 binding to methylated oligonucleotide; inhibition, % at 4.4 µM; 370,000 tested, 0.31% active; in the data active means inhibition above about 13%
SIAE primary: human SIAE inhibition, primary screen | Q9HAT2 | SIAE FP-Rh probe binding, fluorescence polarization | inhibition, % at 9.66 µM | 370,000 tested, 0.69% active;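 active means inhibition above a cutoff: mean of compounds within the control limits plus 3 SD of those, cut at about 17% in these data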;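 further: 0% = plate median of compound wells and 100% = probe without SIAE protein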
HTRA1 inh: HTRA1 (human) protease inhibition | Q92743 | recombinant HTRA1, FP-rhodamine activity-based probe, fluorescence polarization | inhibition, % at 5.96 µM | 340,000 tested, 0.5% active | AID 504803; in the data active means inhibition above about 36%;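 further: 0% = enzyme with DMSO and 100% = wells lacking enzyme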
Target sequence (Q92743 whole entry, looked up): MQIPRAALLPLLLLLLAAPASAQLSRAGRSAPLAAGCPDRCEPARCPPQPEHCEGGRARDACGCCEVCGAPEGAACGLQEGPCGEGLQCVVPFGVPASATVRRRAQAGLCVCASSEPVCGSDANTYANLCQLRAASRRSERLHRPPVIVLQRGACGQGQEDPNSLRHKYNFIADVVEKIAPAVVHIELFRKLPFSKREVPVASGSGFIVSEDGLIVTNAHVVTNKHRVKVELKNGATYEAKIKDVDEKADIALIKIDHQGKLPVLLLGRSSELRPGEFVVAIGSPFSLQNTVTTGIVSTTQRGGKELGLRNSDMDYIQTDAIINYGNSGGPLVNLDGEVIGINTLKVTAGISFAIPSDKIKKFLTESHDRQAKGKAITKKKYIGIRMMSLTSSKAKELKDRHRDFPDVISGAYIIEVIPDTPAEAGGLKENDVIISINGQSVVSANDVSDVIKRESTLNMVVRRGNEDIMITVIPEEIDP
LEDGF integ inh: blocks HIV-1 LEDGF/p75-dependent DNA integration | TR-FRET IN-LEDGF/p75 DNA integration, Eu/Cy5 | inhibition, % at 3.7 µM | 370,000 tested, 0.64% active;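 active means inhibition above the screen-wide mean plus 3 SD, cut at about 13% in these data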;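 further: signal is the Cy5 over europium emission ratio at 671 and 618 nm; 0% = plate median of compound wells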
PRMT1 FP inh: blocks human protein arginine methyltransferase 1; recombinant PRMT1, activity-based probe fluorescence polarization; Q99873; 370,000 tested, 1.3% active; AID 652257; inhibition, % at 2.79 µM;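 active means inhibition above about 21% made by adding two undisclosed values, limit read from the data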
* marks the source's active call; other numbers are inactive results; . = no result given. Only part of the results is shown, so the mix of outcomes need not match the whole.

Start of the data: the first eleven entries, ahead of the listing:
SMILES	NPR2 activator	rCAG RNA binder	ABHD4 inh	TDP2 absorb	TCR-CD3 inh	MBD2 DNA inh	SIAE primary	HTRA1 inh	LEDGF integ inh	PRMT1 FP inh
CCCNC(=O)NC(=O)COC(=O)c1ccc(OC)c(S(=O)(=O)N2CCCc3ccccc32)c1	8	1	-8	7	4	0	-5	-9	-1	0
CCCC(c1nnnn1CC1CCCO1)N1CCN(c2nc3ccccc3s2)CC1 (stereo not given)	-3	-3	-10	-14	-2	-3	1	0	-2	-3
C[C@@H]1COC(=O)[C@H](Cc2ccc(F)cc2)CC/C=C/C[C@@H](CC(=O)N[C@H](CO)Cc2ccccc2)C(=O)N1	6	-8	2	-2	3	1	-6	1	0	-2
COc1cc(C=O)ccc1OC(=O)Nc1ccccc1	3	1	-7	-23	-14	-7	1	-2	-3	-1
O=C(Cc1n[nH]c(=O)[nH]c1=O)N/N=C/c1ccccc1O	0	0	-2	-2	-2	-4	3	-1	-3	-2
CCn1c2ccccc2c2cc(NC(=O)COC(=O)c3cccc(F)c3)ccc21	-14	5	1	3	.	-7	4	.	-1	-1
COc1ccccc1CCNC(=O)c1cc(-c2ccncc2)nc2ccc(Br)cc12	12	1	0	-10	2	-2	0	-2	-1	-2
CC1(C)C(=O)OC(/C=C/c2cccc([N+](=O)[O-])c2)C(C)(C)C1=O (stereo not given)	7	0	-1	-6	1	2	0	1	0	-3
COc1ccc(C(=O)NNC(=O)c2ccc(S(=O)(=O)N3CCCCC3)cc2)cc1	2	0	-2	4	10	-5	-1	-5	5	0
CN(C)/C=N/c1c(C#N)cnn1C	6	-2	5	2	2	-2	-1	2	0	-2
COC(=O)c1ccccc1NC(=S)NC(=O)c1ccccc1	9	-4	-11	1	13	0	1	5	0	4

This part in full (from the top)
SMILES	NPR2 activator	rCAG RNA binder	ABHD4 inh	TDP2 absorb	TCR-CD3 inh	MBD2 DNA inh	SIAE primary	HTRA1 inh	LEDGF integ inh	PRMT1 FP inh
CCCNC(=O)NC(=O)COC(=O)c1ccc(OC)c(S(=O)(=O)N2CCCc3ccccc32)c1	8	1	-8	7	4	0	-5	-9	-1	0
CCCC(c1nnnn1CC1CCCO1)N1CCN(c2nc3ccccc3s2)CC1 (stereo not given)	-3	-3	-10	-14	-2	-3	1	0	-2	-3
C[C@@H]1COC(=O)[C@H](Cc2ccc(F)cc2)CC/C=C/C[C@@H](CC(=O)N[C@H](CO)Cc2ccccc2)C(=O)N1	6	-8	2	-2	3	1	-6	1	0	-2
COc1cc(C=O)ccc1OC(=O)Nc1ccccc1	3	1	-7	-23	-14	-7	1	-2	-3	-1
O=C(Cc1n[nH]c(=O)[nH]c1=O)N/N=C/c1ccccc1O	0	0	-2	-2	-2	-4	3	-1	-3	-2
CCn1c2ccccc2c2cc(NC(=O)COC(=O)c3cccc(F)c3)ccc21	-14	5	1	3	.	-7	4	.	-1	-1
COc1ccccc1CCNC(=O)c1cc(-c2ccncc2)nc2ccc(Br)cc12	12	1	0	-10	2	-2	0	-2	-1	-2
CC1(C)C(=O)OC(/C=C/c2cccc([N+](=O)[O-])c2)C(C)(C)C1=O (stereo not given)	7	0	-1	-6	1	2	0	1	0	-3
COc1ccc(C(=O)NNC(=O)c2ccc(S(=O)(=O)N3CCCCC3)cc2)cc1	2	0	-2	4	10	-5	-1	-5	5	0
CN(C)/C=N/c1c(C#N)cnn1C	6	-2	5	2	2	-2	-1	2	0	-2
COC(=O)c1ccccc1NC(=S)NC(=O)c1ccccc1	9	-4	-11	1	13	0	1	5	0	4
CCOC(=O)c1c(NC(=S)SC)sc(C(=O)N2CCc3ccccc3C2)c1C	0	4	-1	5	6	3	3	-7	1	-1
FC(F)Oc1ccc(-n2cc(-c3ccccc3)[n+]3c2CCCCC3)cc1	3	2	-3	-6	-3	2	-4	-1	5	-2
Cc1ccc(S(=O)(=O)NCC(=O)OC(C)C(=O)c2ccccc2)cc1 (stereo not given)	-1	-3	6	3	-3	-4	2	1	23*	-1
CCCn1c(S(=O)(=O)O)nc2ccccc21	-2	5	2	8	5	5	-2	-4	2	1
C#CCn1c(=NC(=O)CN2C(=O)CCC2=O)sc2cc(S(N)(=O)=O)ccc21	9	7	-2	7	5	-5	4	-4	2	5
Cc1ccccc1C(=O)NCCCNC(=O)c1ccco1	3	3	0	7	2	-1	-1	4	1	-1
CS(=O)(=O)N(CC(=O)N1CCc2ccccc2C1)Cc1ccc(Cl)cc1	-9	-4	-2	-3	-30	1	3	2	5	-1
O=S(=O)(c1ccccc1)N1N=C(c2ccc(O)cc2)CC1c1ccco1 (stereo not given)	-8	5	0	-8	-1	-2	1	-4	1	2
O/N=C1/C2C3C(Br)C4C5CC(C1C53)C24 (stereo not given)	1	-1	6	12	-3	-1	5	7	-3	-1
COc1ccc(OCc2cc(C(=O)N(Cc3nccn3C)C(C)C)no2)c2ccccc12	0	-2	8	-1	5	2	2	-2	5	4
COc1ccc(CNC(=O)CN2CCN(c3cccc(C)c3C)CC2)cc1	2	-9	-7	-14	-5	2	6	-6	2	-1
CC(C)C(OC(=O)c1ccco1)C(=O)NCc1ccco1 (stereo not given)	1	-3	-4	-5	-5	3	0	3	-3	0
O=C(c1cccc(N2C(=O)C3C4C=CC(C4)C3C2=O)c1)N1CCN(c2ccccc2)CC1 (stereo not given)	-4	1	-2	10	4	-6	2	0	-2	-1
COc1ccc(/C=C/C(=O)c2cccc(-n3cnnn3)c2)cc1O	3	7	14	5	1	0	7	4	1	-1
CCOC(=O)C1=C(C)N=c2s/c(=C\c3ccc(OCC(=O)O)c(OC)c3)c(=O)n2C1c1ccc(OC)cc1 (stereo not given)	-1	54*	-35	18	-2	7	-15	-20	-2	32*
CC(O)[C@@H](C(=O)N1CCNCC1)n1cc(CCCCN)nn1 (stereo not given in full)	4	2	1	-5	2	-1	-1	2	-3	0
COc1ccc(C(=O)N2CCN(S(=O)(=O)c3ccc(C)cc3C)CC2)cc1S(=O)(=O)N1CCOCC1	1	1	-1	8	-1	0	0	5	3	4
O=S(=O)(O)c1cccc2cccc(Nc3ccccc3)c12	1	47*	61*	13	7	3	8	14	-2	25*
COc1cc(/C=C/C(=O)Nc2cccnc2)cc(OC)c1OC	0	-5	-5	-4	1	-7	-3	2	-2	-1
CCOc1ccc(C(C(=O)NCC2CCCO2)N(Cc2cccc(OC)c2)C(=O)c2snc(C(N)=O)c2N)cc1 (stereo not given)	3	-1	-1	8	-2	3	1	7	4	2
Cc1cccc(NC(=O)c2ccc(N3C(=O)C4C5C=CC(C6CC56)C4C3=O)cc2)c1 (stereo not given)	4	-5	3	-5	10	-4	-3	-4	4	-3
CN1CCN(C(=O)c2ccc(NS(=O)(=O)c3cccc([N+](=O)[O-])c3)cc2)CC1	-2	6	-1	-5	2	1	-12	-4	0	0
O=C(COC(=O)Cn1cnc2ccccc21)NCCC1=CCCCC1	10	4	-7	-4	-4	-4	-3	0	3	-6
C=CCOC(=O)C1=C[C@H](c2csc3ccccc23)C[C@H](OCCCCO)O1	-2	1	-2	0	-1	-1	-13	-42	2	2
COc1ccc(C2c3sc(=O)[nH]c3SC3C(=O)N(c4ccccc4)C(=O)C32)cc1 (stereo not given)	1	29	8	-11	-1	-9	0	6	12	27*
CCOC(=O)c1ccc(N2C(=O)c3n[nH]c(C)c3C2c2ccc(O)cc2)cc1 (stereo not given)	4	-3	-9	5	-5	6	-8	-24	-2	5
Cc1cccc(NS(=O)(=O)c2cn(C)c(=O)n(C)c2=O)c1C	4	2	3	-3	4	-2	-3	6	-1	-4
CC1Cc2ccccc2N1C(=O)Cc1cccs1 (stereo not given)	-3	-4	3	5	-4	3	2	-4	-1	-3
O=C(CSc1ccc2nnc(-c3ccccn3)n2n1)NCc1ccc2c(c1)OCO2	5	0	5	2	15	-4	-3	-2	3	-5

An excerpt from above in order of the TCR-CD3 inh value, low to high.
smiles | NPR2 activator | ABHD4 inh | TDP2 absorb | TCR-CD3 inh | MBD2 DNA inh | SIAE primary | HTRA1 inh | LEDGF integ inh | PRMT1 FP inh
COc1ccc(CNC(=O)CN2CCN(c3cccc(C)c3C)CC2)cc1 | 2 | -7 | -14 | -5 | 2 | 6 | -6 | 2 | -1
Cc1cccc(NS(=O)(=O)c2cn(C)c(=O)n(C)c2=O)c1C | 4 | 3 | -3 | 4 | -2 | -3 | 6 | -1 | -4
Cc1cccc(NC(=O)c2ccc(N3C(=O)C4C5C=CC(C6CC56)C4C3=O)cc2)c1 (stereo not given) | 4 | 3 | -5 | 10 | -4 | -3 | -4 | 4 | -3

Further results
SMILES	NPR2 activator	rCAG RNA binder	ABHD4 inh	TDP2 absorb	TCR-CD3 inh	MBD2 DNA inh	SIAE primary	HTRA1 inh	LEDGF integ inh	PRMT1 FP inh
CCc1cccc(CC)c1NC(=O)c1cccc(S(=O)(=O)N2CCN(C)CC2)c1	-1	-5	-2	6	3	2	-4	5	-1	4
CN(C)S(=O)(=O)c1cccc(NC(=O)CCNC(=O)c2ccccc2Cl)c1	9	-2	-6	-9	6	6	1	-3	-6	2
O=C(CSc1nnc2ccccn12)NNC(=O)c1ccc(F)cc1	0	-1	4	-4	2	2	-3	5	1	-2
CC1(C(=O)Nc2ccc3c(c2)OCCO3)CN(S(C)(=O)=O)CC(=O)N1Cc1cccc(F)c1 (stereo not given)	2	1	8	11	-6	1	13	.	0	1
OCC(O)[C@@H](O[C@H]1O[C@H](CO)[C@@H](O)[C@H](O)[C@H]1O)[C@H](O)[C@@H](O)CO (stereo not given in full)	2	2	0	0	-2	-2	-8	-15	5	-4
O=C1CCc2cc(S(=O)(=O)N3CCN(c4ccc(F)cc4)CC3)cc3c2N1CC3	0	1	2	3	2	3	-2	-4	-1	10
Cc1nn(C2CCS(=O)(=O)C2)c(Cl)c1/C=C/C(=O)OCC(=O)N(C)C (stereo not given)	3	-3	2	5	-3	4	-8	-1	1	0
CS(=O)(=O)c1nc(S(=O)(=O)c2ccc(Cl)cc2)c(N2CCOCC2)s1	3	-2	-16	-22	-1	4	2	1	-6	10
Cn1c(SCC(=O)N2CCN(c3ccccc3)CC2)nnc1-c1c[nH]c2ccccc12	-8	3	4	-4	-3	0	-1	0	5	-4
O=C1NC(=S)N/C1=C/c1cc2c(cc1[N+](=O)[O-])OCO2	0	-5	9	12	8	-8	1	6	8	13
On1c(-c2ccccc2)nc2ncccc21	5	2	7	2	-2	0	4	5	-8	2
CCOC(=O)c1cc(OC(=O)c2ccccc2Br)n(-c2ccccc2)n1	-2	32	12	-1	1	1	3	0	1	2
